EBI2 antag – blocks human EBI2 receptor beta-arrestin signaling; hit rate 0.81% among 360,000; inhibition, % at 5 µM; AID 651636; P32249; EBI2 beta-arrestin recruitment, luminescence, 7a,25-OHC stimulated; in the data active means inhibition above about 38%;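 further: enzyme fragment complementation signal reports receptor beta-arrestin coupling in cells; 0% = agonist plus DMSO wells and 100% = wells without agonist; some results beyond the cut were filed as inactive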
Target sequence (P32249 whole entry, looked up, the tested form may be a part): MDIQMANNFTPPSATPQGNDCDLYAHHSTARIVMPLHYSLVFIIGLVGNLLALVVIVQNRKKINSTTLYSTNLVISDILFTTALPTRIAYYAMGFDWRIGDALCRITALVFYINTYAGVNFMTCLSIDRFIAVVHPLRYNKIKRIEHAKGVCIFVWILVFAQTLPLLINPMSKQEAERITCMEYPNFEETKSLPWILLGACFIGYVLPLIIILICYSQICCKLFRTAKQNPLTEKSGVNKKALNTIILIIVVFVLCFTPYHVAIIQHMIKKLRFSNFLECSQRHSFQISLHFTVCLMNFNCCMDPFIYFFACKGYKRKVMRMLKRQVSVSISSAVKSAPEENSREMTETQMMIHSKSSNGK
APJ ag – agonists of human APJ apelin receptor | CHO-K1 APJ PathHunter beta-arrestin, luminescence; 0% DMSO wells, 100% apelin | activation, % at 20 µM | P35414 | hit rate 0.11% among 330,000;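 active means activation more than six SD over the plate average, tested at 20 µM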;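 further: 0% = DMSO alone and 100% = apelin-13 at 10 nM; some results filed as inactive read as strong as hits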
Target sequence (P35414 whole entry, looked up): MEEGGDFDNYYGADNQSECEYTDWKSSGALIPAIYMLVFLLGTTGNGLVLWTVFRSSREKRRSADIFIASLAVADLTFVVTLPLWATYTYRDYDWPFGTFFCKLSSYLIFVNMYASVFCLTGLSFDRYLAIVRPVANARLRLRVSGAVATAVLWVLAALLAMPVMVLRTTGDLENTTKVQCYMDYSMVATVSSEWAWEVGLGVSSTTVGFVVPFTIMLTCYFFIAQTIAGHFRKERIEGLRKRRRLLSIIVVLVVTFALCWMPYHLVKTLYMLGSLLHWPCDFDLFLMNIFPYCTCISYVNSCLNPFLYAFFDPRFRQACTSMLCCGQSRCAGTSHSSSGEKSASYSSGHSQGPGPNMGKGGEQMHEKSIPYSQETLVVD
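system = engineered CHO-K1 APJ arrestin reporter cells | input = 1000 cells per well | timing = overnight seeding, 90 min compound at 25 °C, 1 h detection | measured by = enzyme-fragment complementation luminescence | read-out = beta-arrestin recruitment to APJ as agonist activity, luminescent signal | control set = negative DMSO alone, positive Apelin-13 at 10 nM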
Gli-Sufu block – antagonists of Gli-Sufu signaling. inhibition, % at 5 µM. AID 588413. hit rate 0.74% among 340,000. Sufu-KO-LIGHT fibroblasts, Gli luciferase reporter luminescence;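 active means inhibition above about 55%, limit read from the data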;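 further: 0% = DMSO-treated cells and 100% = wells with medium but no cells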
ATG4B inhibitor – ATG4B (human) cysteine protease inhibition; AID 504462; inhibition, % at 8.33 µM; Q9Y4P1; ATG4B cleavage of LC3-PLA2, NBD-HPC fluorescence, 1 h; hit rate 0.51% among 340,000; in the data active means inhibition above about 40%
CCR6 antag – antagonists of human CCR6 receptor; inhibition, % at 20 µM; hit rate 0.49% among 340,000; AID 493098; CHO-K1 CCR6 PathHunter beta-arrestin, luminescence, CCL20-stimulated;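 active means compounds whose inhibition of the agonist-driven luminescence signal at 20 µM reaches about 50%, limit read from the data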;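 further: cells stimulated with CCL20 at 14 nM final; plate controls were DMSO with CCL20 for no effect and DMSO without agonist for full effect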
APJ antag – antagonists of human APJ apelin receptor; P35414; AID 2521; hit rate 0.32% among 330,000; inhibition, % at 20 µM; CHO-K1 APJ beta-arrestin complementation, luminescence;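 active means inhibition above about 40% at 20 µM, limit read from the data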;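 further: cells challenged with 10 nM apelin-13 agonist together with compound; plate controls were apelin-13 plus DMSO wells for no effect and DMSO wells lacking apelin-13 for full effect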
UBC13 polyUb – human UBC13 polyubiquitination inhibition; P61088; hit rate 0.47% among 330,000; UBC13 polyubiquitin chain formation, TR-FRET; inhibition, % at 20 µM; in the data active means inhibition above about 45%, passing the limit was not always enough; inconclusive means no clear call, values can overlap the other calls
Target sequence (P61088 whole entry, looked up): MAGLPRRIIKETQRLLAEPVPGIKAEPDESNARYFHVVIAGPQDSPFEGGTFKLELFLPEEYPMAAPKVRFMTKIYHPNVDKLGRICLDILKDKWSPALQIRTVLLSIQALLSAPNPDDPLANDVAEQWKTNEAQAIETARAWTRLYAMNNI
CXCR6 inh – CXCR6 (human) receptor inhibition; hit rate 0.36% among 360,000; O00574; CHO-K1 PathHunter CXCR6 beta-arrestin, luminescence; AID 602244; inhibition, % at 20 µM; in the data active means inhibition above about 34%, passing the limit was not always enough;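 further: antagonist mode with CXCL16 agonist at 10 nM final; 0% = 10 nM CXCL16 with DMSO and 100% = unstimulated wells without agonist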
Active calls of the source: *; ? = inconclusive; . = no result given.

SMILES	ATG4B inhibitor	CCR6 antag	UBC13 polyUb	CXCR6 inh	APJ antag	APJ ag	EBI2 antag	Gli-Sufu block
COc1ccc(C2C(=O)c3ccccc3C2=O)cc1OC	9	30	-23	23	9	-4	5	-38
COC1CCN(C(=O)CC2C(=O)NCCN2CC(C)(C)C)CC1 (stereo not drawn)	-9	7	-10	-10	12	-1	-8	4
COc1ccc(-c2csc(NC(=O)c3ccc(C(C)(C)C)cc3)c2C(=O)O)cc1	47*	-4	-8	.	-6	-3	.	-54
COc1ccc(OC)c(CN2CCC(C(=O)N3CCN(c4ccccc4F)CC3)CC2)c1	3	14	7	-4	5	-2	2	34
Cc1ccc(NC(=O)CSc2nnc(C)c(=O)n2N)cc1Cl	-2	1	6	0	10	8	12	-6
CCCCOC(=O)CN1C(=O)c2ccc(C(=O)OCCCC)cc2C1=O	4	14	7	13	4	-6	0	7
CCC(C)NC(=O)NC(=O)N(C1CCCCC1)S(C)(=O)=O (stereo not drawn)	5	-7	-3	-2	3	-3	3	-4
CN(c1ccccc1)S(=O)(=O)c1cc(C(=O)NCCCn2ccnc2)ccc1Cl	-6	12	21	4	25	-4	-2	2
CN(Cc1c(C(=O)N2CCCCCCC2)nc2ccc(Cl)cn12)C1CCOC1 (stereo not drawn)	5	8	-9	-1	-21	3	0	-6
O=C(NC(O)C(=O)c1ccccc1)c1ccc(F)cc1 (stereo not drawn)	5	26	-3	6	39	-9	9	15
CCOC(=O)c1cn2nc(Oc3ccc(C(=O)OC)cc3)ccc2n1	-10	4	9	-2	0	2	-12	2
CCOC(=O)Cc1csc(NC(=O)c2cnc3scc(C)n3c2=O)n1	-18	8	-10	-1	-1	2	-6	5
CC(OC(=O)C1=COCCO1)C(=O)Nc1ccccc1C#N (stereo not drawn)	-7	2	-14	-4	4	0	-6	3
CCN(CC)S(=O)(=O)c1ccc(-c2nnc3sc4cccc(C)c4n23)cc1	0	4	8	-1	-68	0	0	-15
N#Cc1c(-c2ccco2)cc(-c2ccccc2)[nH]c1=O	4	2	8	-2	6	-3	-4	1
CCSc1nc(-c2ccco2)ccc1C#N	15	26	7	-2	-4	0	4	1
COc1ccc(C2CC(c3cccc(C)c3)n3nc(N)nc3N2)cc1 (stereo not drawn)	-8	1	-2	-3	-5	-4	5	13
CN(C)CC(=O)c1c(N)n(Cc2ccccc2)c(=O)n(C)c1=O	-10	-3	1	-6	-15	1	-17	4
O=C(Nc1nnc(C2CC2)s1)C1CC(=O)N(c2ccc3c(c2)OCCO3)C1 (stereo not drawn)	-1	13	-12	-2	-10	2	-1	6
Cn1c(=O)[nH]c(=O)c2c1nc(Sc1ncccn1)n2CCCc1ccccc1	-10	5	-2	4	-1	1	1	-2
COc1ccc(CN(Cc2cc3cccc(C)c3n3nnnc23)C(=O)N2CCOCC2)cc1	-7	10	1	-4	3	-1	-1	13
Cn1cnc([N+](=O)[O-])c1Sc1nc(N)nc2c1ncn2C1OC(CO)C(O)C1O (stereo not drawn)	-4	7	.	-5	.	.	6	-22
Cc1nc2c(C(=O)N3CCCCC3)cnn2c(C)c1Cc1ccccc1F	4	23	26	20	13	-8	14	-60
CCc1ccccc1NC(=O)CSC1=C(C#N)C(c2ccc3c(c2)OCO3)C2=C(CCCC2=O)N1 (stereo not drawn)	5	11	-4	-6	3	5	12	9
CCCc1ccc(NC(=O)C2CCCN(c3cnccn3)C2)cc1 (stereo not drawn)	4	20	-5	17	1	-1	0	-6
COc1ccc(CN2CC(C(=O)NCCCN3CCN(Cc4ccccc4)CC3)CC2=O)cc1 (stereo not drawn)	-10	-5	7	-3	5	1	-7	0
Cc1ccc(NC(=O)CN2C(=O)c3ccccc3C2=O)c(C)c1	4	3	-4	-4	13	-3	-8	-1
COC(=O)c1ccc(C)c(NC(=O)CSc2nnc3ccccn23)c1	-1	1	2	0	4	0	-14	-1
O=C(COc1cccc(Oc2ccccc2)c1)Nc1ccc(SC(F)F)cc1	-9	17	6	-17	-11	-5	4	-2
O=C1Nc2cc(C(=O)N3CCN(c4ccc(F)cc4)CC3)ccc2NC1CSCc1cccc(F)c1 (stereo not drawn)	-7	18	-22	0	-2	-1	-4	-4
O=C(NNc1ccccn1)C(c1ccccc1)c1ccccc1	-5	10	-5	2	10	-1	-4	0
CC(=O)NC(Cc1ccccc1)C(=O)OCC(=O)c1ccc(F)cc1 (stereo not drawn)	-2	8	-6	12	16	2	-5	-5
NC(=O)C1=C[C@@H](c2ccc(Br)cc2)C[C@@H](OCc2ccc(CO)cc2)O1	-8	1	9	1	5	7	9	3
Cn1c(=O)c2c(nc(CN3CCc4ccccc4C3)n2Cc2ccc(Cl)cc2)n(C)c1=O	-8	16	-6	1	-6	-7	6	3
O=C(O)c1[nH]c2ccccc2c1-c1ccccc1	-1	-5	-5	-2	-18	-4	-22	-20
Cc1noc(C)c1C(=O)OC(C(=O)NC1CCCC1)c1ccc(F)cc1 (stereo not drawn)	-7	6	-5	3	3	-6	-9	9
O=C(N1CCCCC1)N1CCN(C(=O)N(c2ccccc2)c2ccccc2)CC1	0	-1	4	-3	8	-4	1	4
CCN(CC)c1ccc(NC(=O)CN2CCN(CC(=O)Nc3ccc(F)cc3)CC2)cc1	5	22	2	-6	1	-1	7	-24
COc1ccc2cc3cc(C(=O)NCCN4CCN(c5ccccc5F)CC4)oc3nc2c1	-22	12	13	0	-12	-4	4	15
NC(=O)Cc1ccc(C(=O)c2ccccc2)s1	29	4	-13	1	5	-2	-3	-4
CCOc1ccccc1C(=O)Nc1cccc(-c2ccc3nncn3n2)c1	-6	15	-12	2	-5	1	5	22
CSc1nc2sc3c(c2c(=S)[nH]1)CC(C)(C)OC3	-2	18	?	0	-4	-1	-2	24
Cc1nc(N)c2c(Cc3cccc4ccccc34)nn(C(C)(C)C)c2n1	-6	8	74*	2	-8	5	16	13
CCOC(=O)c1nc(-c2ccc(OC)c(OC)c2)no1	-13	7	-7	5	-1	-1	-5	-10
O=C(c1ccc([N+](=O)[O-])o1)N1CCN(Cc2ccccc2)CC1	-4	1	-6	-9	-37	2	-5	-5
COc1ccc(OC)c(S(=O)(=O)Nc2ccc(C(C)=O)cc2)c1	4	-2	5	3	1	-6	-7	4
COC(=O)CNC(=O)CN1C(=O)N(c2ccc(Cl)cc2)C(N(O)C(=O)Nc2ccc(Cl)cc2)C1(C)C (stereo not drawn)	-17	3	4	-30	14	-5	10	-5
O=C(N/N=C/c1coc2ccccc2c1=O)c1cc(Br)ccc1O	4	9	-3	1	-2	-2	8	-5
CCCCCCCNC(=O)C1(CC2CC(c3ccccc3)=NO2)CCN(C(=O)OC(C)(C)C)CC1 (stereo not drawn)	-11	17	0	8	15	-2	4	17
CC1(C)C2CCC1(CS(=O)(=O)Nc1ccc(S(=O)(=O)NC3CCCCC3)cc1)C(=O)C2 (stereo not drawn)	-7	1	6	-9	-16	1	-2	3
CCOC(=O)N1CCC(N2C(=O)c3ccccc3C2Nc2ccc(S(=O)(=O)N(CC)CC)cc2)CC1 (stereo not drawn)	-6	20	1	10	-13	-2	13	10
COc1ccc([N+](=O)[O-])cc1NCC(=O)Nc1cccc(S(=O)(=O)N2CCCC2)c1	-2	30	-11	9	7	-6	-1	12
Nc1cc(C(=O)O)ccc1Nc1ccccc1	2	13	-2	-3	-12	5	-22	-5
Cc1ccc(NCC(=O)N/N=C/c2ccc(C(=O)O)cc2)cc1	-7	9	2	-7	4	-3	4	6
O=C(CCc1nc(-c2ccccc2Cl)no1)NCc1ccco1	-16	-5	4	11	-12	0	6	-7
C#CC(=O)N(c1cccc(OC)c1)C(C(=O)NC1CCCC1)c1cccs1 (stereo not drawn)	-3	26	3	18	5	1	53*	0
Cc1cc(C(=O)OCn2nnc3ccccc3c2=O)c(C)n1-c1ccccc1	1	5	3	5	10	-10	10	-25
CC(=O)C1CCC2C3CCC4=CC(=O)C=CC4(C)C3C(=O)CC12C (stereo not drawn)	3	14	.	-8	.	.	3	17
O=C(NC1CC1)C1CCN(S(=O)(=O)c2cc([N+](=O)[O-])ccc2Cl)CC1	8	10	-28	-4	-17	1	-4	4
Cc1ccc(N2C(=O)C3ON(c4ccccc4)C(c4ccncc4)C3C2=O)c(C)c1 (stereo not drawn)	0	7	11	1	-13	-2	12	-4

(next part)
SMILES	ATG4B inhibitor	CCR6 antag	UBC13 polyUb	CXCR6 inh	APJ antag	APJ ag	EBI2 antag	Gli-Sufu block
Cn1nc([N+](=O)[O-])nc1Sc1nnc(-c2ccccc2)o1	-5	1	-1	-10	-17	13	-7	46
Cc1ccc(/C=C/C(=O)O)cc1S(=O)(=O)NCCO	0	-4	2	4	9	-2	-5	4
COc1ccc(CNC(=O)C2CCN(S(=O)(=O)c3ccc4c(c3)N(C(C)=O)CCO4)CC2)cc1	-2	9	1	-8	28	-1	73*	-4
Cc1[nH]c2c(Cl)cccc2c(=O)c1CN1CCCC1	-20	8	2	0	-10	3	2	2
Cc1cccc(NC(=O)CNC(=O)CSc2nnc(C(F)(F)F)n2C)c1C	-55	0	2	2	3	1	-5	-16
O=C(Nc1nc2ccccc2s1)Nc1ccc(F)cc1F	2	-9	-6	-3	8	-3	6	-45
O=C(c1c(F)cccc1F)N1CCCC1	4	0	-4	4	15	-3	-6	-1
Nc1nonc1-n1nnc(C(=O)N/N=C/c2cccnc2)c1-c1ccccc1	-3	2	6	-8	15	-3	-3	9
C#CCOCCOCCOCCNc1nc(N2CCN(C(=O)CCCCCCCCCCNC(=O)Cn3cc(CCCCCN)nn3)CC2)nc(N2CCN(C(=O)CCCCCCCCCCNC(=O)[C@@H](CCC(=O)O)n3cc(CCCCCN)nn3)CC2)n1	-8	-1	96*	8	2	-2	-11	-9
O=C(Cc1nnc(NC(=O)Nc2ccccc2)s1)NCc1ccccc1	-4	-10	0	1	0	1	-2	11
COc1ccc(NC(=O)N2CCOCC2)cc1	-1	-1	4	-5	10	0	-10	16
O=C(NCCc1ccccc1)c1cc(-c2ccccc2)c(N2CCOCC2)s1	4	-3	-4	3	-16	1	30	-12
